Assay outcomes (PubChem)
HRas wt GTP bind: modulators of GTP binding to human HRas wildtype; GTP binding activity, % at 10 µM; AID 759; P01112; GST-Ras wt beads, Bodipy-FL-GTP binding, flow cytometry; actives lie on both sides; 190,000 compounds, 0.14% hits;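 active = GTP binding activity at least 20% away from the 100% baseline, either lowered as inhibitor or raised as activator; inconclusive = flagged as likely green fluorescent, judged across all proteins in the well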;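 also: 0% = unlabeled GTP competition control and 100% = no-compound control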
Target sequence (P01112 whole entry, looked up): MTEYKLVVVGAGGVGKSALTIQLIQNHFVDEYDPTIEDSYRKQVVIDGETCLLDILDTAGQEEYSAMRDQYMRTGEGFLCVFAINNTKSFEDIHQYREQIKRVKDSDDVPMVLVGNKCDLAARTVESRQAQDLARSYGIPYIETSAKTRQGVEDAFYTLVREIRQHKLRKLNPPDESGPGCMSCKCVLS
Mcl1-Noxa inh: Mcl-1/Noxa interaction inhibition. TR-FRET Mcl-1/Noxa peptide binding, 2 h. inhibition, % at 21.7 µM. 220,000 compounds, 1.5% hits;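 active = compounds that cut the protein-peptide binding signal by more than 50% relative to plate controls in a single-dose test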;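 also: His-tagged Mcl-1 with rhodamine Noxa BH3 peptide and terbium anti-His antibody; 0% = Mcl-1 plus Noxa peptide wells and 100% = peptide-only wells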
Target sequence (Q07820 whole entry, looked up): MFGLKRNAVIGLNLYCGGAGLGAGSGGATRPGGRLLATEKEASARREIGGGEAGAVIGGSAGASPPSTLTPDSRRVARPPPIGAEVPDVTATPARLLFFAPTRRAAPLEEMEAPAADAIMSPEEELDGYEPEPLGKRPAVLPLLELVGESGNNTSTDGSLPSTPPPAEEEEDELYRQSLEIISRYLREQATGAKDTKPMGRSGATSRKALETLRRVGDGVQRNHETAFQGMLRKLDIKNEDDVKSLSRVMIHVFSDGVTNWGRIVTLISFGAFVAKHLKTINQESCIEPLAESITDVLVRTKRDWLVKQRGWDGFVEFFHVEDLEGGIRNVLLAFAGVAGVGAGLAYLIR
Rab2 wt GTP: changes GTP binding to wildtype dog Rab2A, up or down. 190,000 compounds, 0.19% hits. P61105. GTP binding activity, % at 10 µM. GST-Rab2 wt beads, Bodipy-GTP binding, flow cytometry;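 active = GTP binding activity at least 20 points away from 100%, either lowered or raised; inconclusive = signal likely due to the compound's own green fluorescence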;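 also: 0% = beads with excess unlabeled GTP and 100% = no-compound control corrected for plate trend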
Avidin fluor: avidin bead compound fluorescence profile; Avidin beads, compound fluorescence 488/530 nm, flow cytometry; stronger effect = higher value; fluorescence (KMESF) at 10 µM; 220,000 compounds, 0.38% hits; AID 1775; in the data active = fluorescence above about 47; also: inactives centre near 10
Cdc42 wt: modulators (inhibitors or activators) of GTP binding to human Cdc42 wildtype. GST-Cdc42 beads, Bodipy-GTP binding, flow cytometry; actives lie on both sides. percent activity (GTP binding), % at 10 µM. 190,000 compounds, 0.2% hits;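 active = percent activity GTP binding at least 20 points away from the 100% baseline, either down as inhibitor or up as activator; inconclusive = compound flagged as likely green fluorescent from well-wide comparison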;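 also: median bead fluorescence of bound Bodipy-FL-GTP at 100 nM; 0% = excess unlabeled GTP control and 100% = no compound control; below 100% means less GTP binding so inhibitor and above means activator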
Target sequence (P60953 whole entry, looked up): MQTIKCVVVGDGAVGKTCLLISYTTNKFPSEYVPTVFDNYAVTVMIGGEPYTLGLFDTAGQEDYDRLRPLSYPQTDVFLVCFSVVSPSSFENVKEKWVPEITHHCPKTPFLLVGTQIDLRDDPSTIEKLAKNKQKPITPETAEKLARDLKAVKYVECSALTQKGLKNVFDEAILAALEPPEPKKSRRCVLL
Rac1 wt GTP bind: modulators of human Rac1 wildtype GTP binding. GST-Rac1 beads, fluorescent GTP binding, flow cytometry; actives lie on both sides; 0 = cold GTP competed, 100 = untreated. GTP binding activity (% of control), % at 10 µM. 190,000 compounds, 0.27% hits. AID 757;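 active = GTP binding activity at least 20 points away from the 100% control level, either lower or higher; inconclusive = compound flagged as likely green fluorescent, judged across all proteins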
Mcl1 Bid PPI: Mcl-1/Bid interaction inhibition | Q07820 | TR-FRET Mcl-1/Bid-Dy647 peptide binding, 1536-well | AID 1021 | inhibition, % at 21.7 µM | 220,000 compounds, 0.97% hits;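 active = compounds that cut the binding signal by more than half at the single screening dose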;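 also: His-tagged Mcl-1 with europium anti-His antibody binding Bid BH3 peptide; 0% = Mcl-1 plus peptide wells and 100% = peptide-only wells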
GSH bead fluor: GSH bead compound fluorescence profile; fluorescence (KMESF) at 10 µM; GSH beads flow cytometry, compound fluorescence 488/530 nm; stronger effect = higher value; 190,000 compounds, 0.25% hits; AID 1776; in the data active = fluorescence above about 89;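 also: glutathione beads carrying GST-tagged Bcl family fusion proteins plus one bare bead set; values are compound well signal with DMSO vehicle wells as background; inactives centre near 16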
Rac1 act GTP bind: modulators of GTP binding to human Rac1 activated mutant; GST-Rac1 activated beads, fluorescent GTP binding, flow cytometry; actives lie on both sides; 100% means binding = to untreated wells; percent activity (GTP binding), % at 10 µM; 190,000 compounds, 0.11% hits; P63000;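 active = GTP binding at least 20 percentage points away from the 100% baseline, in either direction, so actives lie on both sides; inconclusive = Compound likely fluorescent itself, or too few beads counted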
Pf gametocyte: kills late stage P. falciparum gametocytes; P. falciparum stage V gametocytes, ATP luminescence, 24 h; inhibition, % at 10.9 µM; 150,000 compounds, 0.065% hits; AID 743093;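 active = inhibition above the mean plus 3 SD of compounds within the control limits, set per campaign, cut at about 38% in these data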;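 also: 0% = DMSO wells and 100% = medium only without gametocytes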
Rab7 wt GTP bind: dog Rab7 wildtype GTP binding, inhibitors and activators. GTP binding activity (percent of control), % at 10 µM. 190,000 compounds, 0.055% hits. GST-Rab7 beads, fluorescent GTP binding, flow cytometry; actives lie on both sides; untreated = 100%, excess cold GTP = 0%;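 active = fluorescent GTP binding to Rab7 beads changed by at least 20 points from the 100% baseline, either direction, mostly lower; inconclusive = compound itself probably fluorescent, or too few beads counted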;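 also: median green fluorescence of bound Bodipy-FL-GTP per Rab7 bead population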
* hit, by the source's call; ? = inconclusive; . = no result given; & = joins results of further samples.

SMILES	HRas wt GTP bind	Mcl1-Noxa inh	Rab2 wt GTP	Avidin fluor	Cdc42 wt	Rac1 wt GTP bind	Mcl1 Bid PPI	GSH bead fluor	Rac1 act GTP bind	Pf gametocyte	Rab7 wt GTP bind
O=C(O)CCn1ncc2ccccc2c1=O	101	-3	100	10	101	98	-25	21	95	.	103
CCS(=O)(=O)Nc1ccc(C(=O)c2ccccc2)cc1	104	4	103	22	106	107	-1	14	101	.	99
CCN1C(=O)/C(=C2/Sc3ccc(OC)cc3N2C)SC1=Nc1cccc(O)c1	95	70*	94	7	97	98	65*	49	95	-12	93
c1ccc(C(c2nnnn2Cc2cccs2)N2CCN(C3CCCC3)CC2)cc1 (stereo not given)	102	15	100	7	100	104	-11	38	102	.	101
O=C(Cc1ccccc1)N/N=C/c1ccc(OC(=O)/C=C\c2ccco2)cc1	100	6	98	6	103	102	-8	65	99	7	93
O=C(CN1CCCCC1)N1c2ccccc2Oc2ccccc21	100	14	99	6	100	102	21	30	97	.	99
CCC(=O)Nc1nc2ccc3nc(C)sc3c2s1	98	4	97	8	98	104	0	23	97	.	102
CC(C)C1S/C(=N/N=C/c2ccco2)NC1=O (stereo not given)	100	8	100	10	100	99	-3	16	96	.	100
COc1nc(N(C)C)nc(N2CC(=O)N(CCNS(=O)(=O)c3ccc(C)cc3)C2=N)n1	100	2	100	14	100	103	-25	6	100	-15	96
CNCCCNCc1ccc(SC)cc1	104	12	105	13	107	111	-20	35	100	.	105
Cc1ccc(C(=O)N/N=C\c2ccc[nH]2)cn1	101	0	100	15	100	103	-21	13	97	.	100
COc1ccccc1C1C2=C(COC2=O)Nc2cc3c(cc21)OCO3 (stereo not given)	97	5	97	17	98	92	-33	13	97	-4	93

A few values from the list:
Cdc42 wt, CC(C)C1S/C(=N/N=C/c2ccco2)NC1=O (stereo not given) → 100
Rab2 wt GTP, CCC(=O)Nc1nc2ccc3nc(C)sc3c2s1 → 97

(further entries)
SMILES	HRas wt GTP bind	Mcl1-Noxa inh	Rab2 wt GTP	Avidin fluor	Cdc42 wt	Rac1 wt GTP bind	Mcl1 Bid PPI	GSH bead fluor	Rac1 act GTP bind	Pf gametocyte	Rab7 wt GTP bind
CCOc1ccc(N(CC(=O)Nc2ccc(OC)cc2)S(=O)(=O)c2c(C)[nH]c(=O)[nH]c2=O)cc1	88	-1	88	24	84	87	-31	6	88	-2	98
O=C(NCC(O)c1ccc([N+](=O)[O-])cc1)C1CCCCC1 (stereo not given)	96	-1	100	9	97	94	-23	13	92	-4	105
COc1ccc2c(c1OC)CN(C)CCc1cc3c(cc1C(O)C2)OCO3 (stereo not given)	99	-1	98	22	103	105	-54	9	100	.	96
CN(C[C@H](c1ccccc1)N(C[C@H](Cc1ccccc1)N(CCc1ccccc1)N=O)N=O)N=O	97	-9	96	5	95	99	-1	21	96	-9	101
CCOC(=O)C1=C(C)NC(C)=C(C(=O)OC)C1c1cccc([N+](=O)[O-])c1 (stereo not given)	101	8&14	99	7&7	100	102	-9&-1	21&67	98	.	93
COc1ccc2nc(NCCCO)[nH]c2c1	100	2	101	22	97	102	-35	10	99	.	105
COC(=O)c1cc(OC)c(OC)cc1NC(=O)C1CCCO1 (stereo not given)	101	.	100	10	102	100	.	34	98	.	95
O=C(Nc1cccc(F)c1)C1CCN(C(=O)c2ccc(Br)cc2)CC1	99	3	98	7	102	102	-12	6	98	9	99
CN(C)c1ncccc1-c1nc2ccccc2s1	94	9	94	9	96	95	-18	12	94	.	92
COc1ccc(/C=N/OCC(=O)Nc2nc3ccccc3s2)cc1OC	98	10	94	5	97	101	5	9	98	-22	100
Cc1cc(C(F)(F)F)n(-c2ccc(N)cc2)n1	96	-4	101	7	97	99	-54	13	95	.	102
O=C1OC(/C(=C\NCc2ccccc2)[N+](=O)[O-])c2ccccc21 (stereo not given)	97	5	95	8	94	100	-21	15	96	0	98

Molecules above that contain a halogen:
SMILES	HRas wt GTP bind	Mcl1-Noxa inh	Rab2 wt GTP	Avidin fluor	Cdc42 wt	Rac1 wt GTP bind	Mcl1 Bid PPI	GSH bead fluor	Rac1 act GTP bind	Pf gametocyte	Rab7 wt GTP bind
O=C(Nc1cccc(F)c1)C1CCN(C(=O)c2ccc(Br)cc2)CC1	99	3	98	7	102	102	-12	6	98	9	99
Cc1cc(C(F)(F)F)n(-c2ccc(N)cc2)n1	96	-4	101	7	97	99	-54	13	95	.	102

(continued)
SMILES	HRas wt GTP bind	Mcl1-Noxa inh	Rab2 wt GTP	Avidin fluor	Cdc42 wt	Rac1 wt GTP bind	Mcl1 Bid PPI	GSH bead fluor	Rac1 act GTP bind	Pf gametocyte	Rab7 wt GTP bind
CC1CCN(CC(O)COC2CC(C)CCC2C(C)C)CC1 (stereo not given)	92	2	93	22	96	95	-8	13	94	-15	93
O=C(Nc1ccc2c(c1)CCC2)C1CCCO1 (stereo not given)	98	23	100	35	102	105	-5	31	98	.	100
Cn1nc(-c2ccccc2)c(CSc2cccc(Cl)c2)c1Cl	103	-4	102	7	101	100	-2	13	99	.	101
O=C(COc1cccc2c1CCN(Cc1ccccc1F)C2=O)N1CCCCC1	97	-14	94	5	96	98	2	22	96	-1	93
COc1cc(S(=O)(=O)N2CCOCC2)ccc1NC(=O)COC(=O)CC12CC3CC(CC(C3)C1)C2	100	-3	102	23	101	102	-7	24	101	3	101
COC(=O)CS(=O)(=O)c1ccc(C)cc1	103	8	101	21	103	100	-12	12	96	1	105
Cc1cc(C)nc(N/N=C/c2c[nH]c3ccccc23)n1	96	3	96	11	99	96	-45	15	92	-24	104
CC(=O)N1CCC(N(CCN2CCOCC2)C(=S)Nc2c(C)cccc2C)CC1	101	0	101	14	103	101	-60	19	102	13	100
Cc1ccc(S(=O)(=O)N2C(=O)CCC2C(=O)N2CCN(C)CC2)cc1 (stereo not given)	96	10	98	15	97	97	1	28	96	.	101
O=C(CS(=O)c1ccc(F)cc1)Nc1ccccc1Cl (stereo not given)	99	11	102	10	99	102	2	17	98	12	106
NC1=NN(c2cccc(C(=O)O)c2)C(=O)C1	100	36	100	12	108	104	-21	11	100	-57	98
Cc1ccc(S(=O)(=O)N(C)c2nonc2C)cc1	102	14	103	9	104	108	2	15	100	1	99
Cc1nc(NC(=O)CCl)sc1C(=O)N(C)C	99	2	98	9	95	97	-16	8	94	4	104
O=C(CNC(=O)c1ccccc1)OC1CCCCC1	98	15	97	21	99	97	0	61	98	-18	96
Cc1sc2nc(C3CC3)nc(N3CCN(S(=O)(=O)c4ccc(F)cc4)CC3)c2c1C	98	-26	95	7	99	100	-26	27	98	.	97
CN(CCOCCOc1ccc(Cl)cc1Br)Cc1ccccc1	95	7	95	7	95	96	-25	20	95	-9	96
Cc1noc(C)c1C(c1ccccc1)S(=O)(=O)c1ccccc1 (stereo not given)	?	12	?	15	?	?	-8	12	?	.	?
O=c1[nH]cnc2c1oc1ccccc12	97	14	97	9	98	98	-4	18	97	.	96
C=CS(=O)(=O)c1sc(Cl)c(N2CCOCC2)c1[N+](=O)[O-]	88	67*	89	9	86	92	69*	21	82	17	95
COC(=O)c1ccc(NC(=O)CN2CCN(S(=O)(=O)c3cc(Cl)ccc3OC)CC2)cc1	99	34	96	7	100	99	-26	43	98	.	95
N/C(Cc1cccc2ccccc12)=N\OC(=O)COc1ccccc1	106	-4	106	2	105	106	-64	12	104	.	106
COc1ccc(NC(=O)N2CCCCCC2)cc1	99	14	103	10	100	100	-23	19	99	3	111
Cc1ccnc(NC(=O)c2ccccc2NC(=O)C(C)(C)C)c1	99	18	97	20	99	98	2	19	97	-4	95
CCCn1c(OC)nc2c1c(=O)n(C)c(=O)n2C	100	8	97	24	98	102	-6	14	100	.	99
Cn1c(=O)c2c(nc(N3CCOCC3)n2C)n(C)c1=O	100	17	99	11	98	100	-17	34	97	.	100
CCOC(=O)CC1C(=O)NCCN1S(=O)(=O)c1ccc(Br)cc1 (stereo not given)	99	-1	101	8	100	106	9	15	95	-1	105
CCOC(=O)c1sc(NC(=O)COC(=O)c2ccco2)nc1C	106	-12	107	34	108	107	4	21	104	.	102
O=P(C1=C(N2CCOCC2)/C(=C\c2ccccc2)CC1)(N1CCOCC1)N1CCOCC1	101	2	104	12	102	109	-38	38	101	5	107
Cc1[nH]nc(-c2ccc(O)cc2O)c1Oc1ccccc1	98	18	98	27	102	104	-2	13	97	.	98
Cc1cccc(NC(=O)Cn2cnc3c(oc4ccccc43)c2=O)c1C	92	-8	96	23	93	93	-22	8	96	10	94
Brc1ccc(OCc2nc(-c3ccccn3)n[nH]2)cc1	110	12	108	13	114	111	-39	37	102	-27	111
CSc1ncccc1C(=O)OCc1ccccc1F	102	0	100	11	102	103	-19	8	97	.	101
COc1ccc(-n2nc(C(=O)Nc3nc4ccc(OC)cc4s3)c3ccccc3c2=O)cc1	99	6	101	12	101	101	24	10	99	.	100
CCc1nccn1S(=O)(=O)c1cc(Br)ccc1OC	105	16	101	32	107	106	2	23	101	.	101
c1ccc(COc2ccc(OCCCNC3CCCC3)cc2)cc1	101	15	99	9	100	103	41	12	99	.	100
CCOC(=O)c1sc(/N=C/N(C)C)nc1C	99	16	100	17	99	101	-17	7	100	-25	101
N#CC1=C(N)C(C#N)(C#N)C2(C(=O)Nc3ccccc32)C2CCCC=C12 (stereo not given)	99	23	98	11	99	96	-50	9	98	.	96
O=C(NC1(C(F)(F)F)C(=O)Nc2c1c(=O)[nH]c(=O)n2Cc1ccccc1)c1ccc(Cl)cc1Cl (stereo not given)	95	5	94	27	98	96	17	17	93	.	94
Cc1nn(Cc2ccc(Cl)cc2)c(C)c1NC(=O)C1CC=CCC1C(=O)O (stereo not given)	98	-6	94	11	96	96	-22	28	91	.	95
Cc1ccc2[nH]c(C)c(CCNC(=O)NC3CCCCC3)c2c1	101	6	100	19	97	99	-41	9	96	15	104

The order is random, and some 3% of all compounds hit somewhere here.
